# Source: PubChem
# TrxR1 substrate: substrates of rat thioredoxin reductase 1; purified TrxR1 substrate turnover, NADPH consumption readout; Potency, µM (doses to about 114 µM), inactives show at the top dose activity change, negative = substrate turnover; 390,000 tested, 0.01% active; AID 588456; note: potency is the fitted concentration of half-maximal effect; % is set by controls: 0 for no effect and ±100 for the full control effect; nearly all actives have a fitted effect of over 50% in size
# Target sequence (O89049 whole entry, looked up): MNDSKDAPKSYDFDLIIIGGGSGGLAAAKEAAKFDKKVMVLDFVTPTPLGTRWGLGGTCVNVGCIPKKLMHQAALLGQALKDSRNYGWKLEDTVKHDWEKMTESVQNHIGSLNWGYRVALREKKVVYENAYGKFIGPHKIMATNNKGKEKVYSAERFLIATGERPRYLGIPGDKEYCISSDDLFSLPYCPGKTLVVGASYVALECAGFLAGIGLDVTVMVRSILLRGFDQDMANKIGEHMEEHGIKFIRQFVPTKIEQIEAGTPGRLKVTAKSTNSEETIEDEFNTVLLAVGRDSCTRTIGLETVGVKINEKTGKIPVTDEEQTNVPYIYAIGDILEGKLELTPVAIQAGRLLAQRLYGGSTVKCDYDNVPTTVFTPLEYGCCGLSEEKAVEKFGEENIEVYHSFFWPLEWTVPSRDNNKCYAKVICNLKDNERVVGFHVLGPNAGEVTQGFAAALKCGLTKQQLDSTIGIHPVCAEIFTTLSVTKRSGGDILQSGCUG
#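 Rat TrxR1, dispensed at 90 nM, was prereduced with 400 uM NADPH (final) for 5 min at ~22 deg C, then incubated with compound 15 min before 400 uM selenite. A first-read NADPH fluorescence drop versus no-compound background flagged substrates.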
# rTrxR1 inhibitor: inhibitors of rat thioredoxin reductase 1. O89049. recombinant rTrxR1, NADPH fluorescence consumption, selenite substrate. 390,000 tested, 1% active. Potency, µM (series often up to 114 µM), without a hit: top-dose activity change, negative = inhibition, most hits filed as inhibitors; note: potency is the fitted concentration of half-maximal effect; % is set by controls: 0 for no effect and ±100 for the full control effect; nearly all actives have a fitted effect of over 65% in size
#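 Rat TrxR1 (90 nM in the dispensed reagent) was pre-reduced with 400 uM NADPH for 5 min at room temperature, then incubated with compound for 15 min. After 400 uM selenite was added, NADPH fluorescence (Ex 340/Em 450 nm) was followed for 8 min.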
# Pin1 inh: human Pin1 inhibition; Q13526; AID 504891; Potency, µM (highest dose often 115 µM), for the others: at the highest dose activity, negative = inhibition, actives largely listed as inhibitors; Pin1 FP peptide displacement, HiFluor488, 10 min; 390,000 tested, 0.009% active; active = well fitted inhibition curve with a large enough effect in the polarisation, with a control signal flat, not every such curve was filed as active; inconclusive = small, poorly fitted or top-dose-only effect, or effect the other way, or a change in a side signal; inactive = no such curve, though single readings can be large or run the other way; the % refers to the polarisation; note: potency is the fitted concentration of half-maximal effect; % is set by controls: 0 for no effect and ±100 for the full control effect
# Tb PGK inh: T. brucei PGK inhibition; P07378; PGK/GAPDH coupled, Kinase-Glo luminescence, 60 min; Potency, µM (titrated, usually from 57.5 µM), inactives show at the top dose activity change, negative = inhibition, hits mostly inhibitors; 380,000 tested, 0.043% active; AID 602233; note: potency is the fitted concentration of half-maximal effect; % is set by controls: 0 for no effect and ±100 for the full control effect; nearly all actives have a fitted effect of over 60% in size
#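 Luminescent ATP detection (Kinase-Glo Plus) follows a 60-minute room-temperature incubation, with wells lacking PGK as controls. Buffer: 100 mM TEA (pH 7.6), 5 mM MgCl2, 0.01% Tween-20. Coupling enzyme GAPDH (100 nM final) supplies unstable 1,3-BPG in-well.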
# HP1b binding inh: HP1-beta chromodomain-methylated histone interaction inhibition; P83916; AlphaScreen HP1-beta / biotin-H3K9me3 peptide binding; Potency, µM (top dose mostly 114 µM), for inactives: at the top dose activity change, negative = inhibition, hits mostly inhibitors; 390,000 tested, 0.56% active; AID 540317; note: potency is the fitted concentration of half-maximal effect; nearly all actives have a fitted effect of over 70% in size; inactives centre near 23
#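 AlphaScreen: HP1-beta (50 nM) preformed 30 min with biotin-H3(1-18)K9me3 peptide (50 nM) in PBS pH 7.4, 0.01% Tween-20. Compound added for 30 min at RT, then streptavidin donor/nickel chelate acceptor beads (10 ug/mL) for 30 min.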
# GLS inh: inhibitors of human glutaminase (GLS); GLS enzymatic activity, qHTS titration; Potency, µM (doses to about 45.5 µM), without a hit: at the highest dose activity change, negative = inhibition, usual class: inhibitors; 410,000 tested, 0.21% active; AID 624170; note: potency is the fitted concentration of half-maximal effect; % is set by controls: 0 for no effect and ±100 for the full control effect
#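 Enzyme dispensed in phosphate buffer (45 mM, pH 8.2, 0.02% Tween-20), compounds pinned in, then 1 mM L-glutamine solution and the glutamate oxidase–HRP–Amplex Red mix added; fluorescence read immediately and again after 30 min at room temperature.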
# IDH1 R132H inh: blocks human mutant IDH1 R132H enzyme; IDH1-R132H enzyme, NADPH consumption, diaphorase/resazurin fluorescence; AID 602179; O75874; 390,000 tested, 0.093% active; Potency, µM (doses to about 76.6 µM), for the others: top-dose activity change, negative = inhibition, actives largely listed as inhibitors; note: potency is the fitted concentration of half-maximal effect; % is set by controls: 0 for no effect and ±100 for the full control effect; nearly all actives have a fitted effect of over 65% in size
#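 IDH1-R132H (0.5 ug/mL dispensed) in pH 7.5 Tris buffer was preincubated 30 min with compound, then given a substrate mix of 0.016 mM NADPH and 2 mM alpha-KG for 80 min at room temperature; remaining NADPH was read by diaphorase/resazurin fluorescence.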
# PI4K2A inh: inhibitors of human PI4K2A; Q9BTU6; purified PI4K2A, ADP-Glo luminescence, 1 h; stronger effect = lower value; activity change, negative = inhibition, % at 76.9 µM; 420,000 tested, 0.13% active; AID 1346378; in the data active = activity change below about -50%; inconclusive = mostly about -30% to -49%;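 note: -100% = wells without enzyme as full effect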
# Target sequence (Q9BTU6 whole entry, looked up): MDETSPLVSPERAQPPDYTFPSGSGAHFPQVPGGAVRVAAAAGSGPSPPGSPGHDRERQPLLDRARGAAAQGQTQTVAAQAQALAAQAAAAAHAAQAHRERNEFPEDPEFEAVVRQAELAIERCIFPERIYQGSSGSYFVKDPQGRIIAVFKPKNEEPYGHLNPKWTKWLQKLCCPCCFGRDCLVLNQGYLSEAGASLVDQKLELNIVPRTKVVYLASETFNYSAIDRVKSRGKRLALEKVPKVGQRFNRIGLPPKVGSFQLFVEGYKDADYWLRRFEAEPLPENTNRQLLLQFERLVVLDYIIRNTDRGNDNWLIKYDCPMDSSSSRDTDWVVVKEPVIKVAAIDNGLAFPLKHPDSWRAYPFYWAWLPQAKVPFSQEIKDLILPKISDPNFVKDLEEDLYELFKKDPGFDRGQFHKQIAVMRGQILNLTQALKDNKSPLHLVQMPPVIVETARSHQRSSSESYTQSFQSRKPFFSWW
#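 Compounds are screened against recombinant PI4K2A using PI as substrate and ATP, the latter dispensed at 300 microM. Reactions run one hour at ambient temperature before ADP-Glo detection; full inhibition defined by wells lacking enzyme.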
# USP1-UAF1 inh: USP1/UAF1 (human) deubiquitinase inhibition | O94782 | recombinant USP1/UAF1, Ub-Rhodamine cleavage fluorescence | Potency, µM (top dose mostly 57.1 µM), for inactives: at the highest dose activity change, negative = inhibition, usual class: inhibitors | 390,000 tested, 0.23% active | AID 743255; note: potency is the fitted concentration of half-maximal effect; % is set by controls: 0 for no effect and ±100 for the full control effect; nearly all actives have a fitted effect of over 60% in size; inactives centre near -12
#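 Step one: compound is pinned into 1nM USP1/UAF1 in HEPES pH 7.8 buffer with TCEP. Step two: 15 min room-temperature incubation. Step three: Ub-Rho (150nM final) starts cleavage, tracked by fluorescence over six one-minute reads.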
# * = called active by the depositor; i = inactive; ? = inconclusive; . = not tested or not shown; [ ] = another dose, or the depositor's remark. Unless noted, calls come from the whole dose curve; as a rule, active = well fitted curve in the direction sought with a large enough effect; inconclusive = small, poorly fitted or top-dose-only effect, or another doubt; inactive = no such curve, though single readings can be large; an effect the other way counts as inactive or inconclusive.
No.	Tb PGK inh	IDH1 R132H inh	Pin1 inh	USP1-UAF1 inh	HP1b binding inh	GLS inh	rTrxR1 inhibitor	TrxR1 substrate	PI4K2A inh	smiles
1	-8%	7%	-3%	-16%	11%	-12%	23%	-5%	0	COC(=O)c1ccc(C2C(C(=O)OCC(C)C)=C(C)N=C3SCCC(=O)N32)cc1 (centres undefined)
2	i	2%	?	-16%	17%	15%	1%	-1%	-2	COc1ccc([C@H]2CC(=O)C=C(c3ccc(O)cc3)C2)cc1OC
3	i	-4%	5%	-3%	4%	4%	14µM*	-10%	7	O=C(CCl)N1N=C(c2cccs2)CC1c1ccco1 (centres undefined)
4	i	2%	-4%	-23%	?	-3%	32%	12%	-3	Cc1ccn2c(Nc3ccc4c(c3)OCCO4)c(-c3ccc(Cl)s3)nc2c1
5	-1%	-4%	-1%	3%	26%	24%	7.1µM*	-10%	1	O=C(COc1ccc(F)cc1)c1c(O)cc(O)cc1O
6	-4%	-1%	-1%	-7%	20%	2%	3%	-1%	3	O=C(CCSCCc1ccccn1)Nc1ccc(Cc2ccncc2)cc1
7	-6%	13%	-13%	-3%	2%	0%	12%	1%	3	O=C(Nc1ccc2[nH]c(=O)[nH]c2c1)c1cc(F)c(F)cc1Cl
8	-4%	1%	33%[activator]	-13%	23%	1%	-38%	-13%	2	O=C(COc1ccccc1)NCC(=O)Nc1ccc(S(=O)(=O)NCc2ccco2)cc1

# Next section
No.	Tb PGK inh	IDH1 R132H inh	Pin1 inh	USP1-UAF1 inh	HP1b binding inh	GLS inh	rTrxR1 inhibitor	TrxR1 substrate	PI4K2A inh	smiles
9	-10%	27%	-3%	-22%	33%	13%	20%	6%	-1	CC(NC(=O)Nc1cccc(Cl)c1)C(c1cccs1)N1CCCC1 (centres undefined)
10	-3%	9%	-3%	-18%	31%[activator]	-15%	1%	-7%	-3	CCC(C)N(C(=O)Cn1nc(C)c([N+](=O)[O-])c1C)C1CCS(=O)(=O)C1 (centres undefined)
11	-7%	6%	-4%	-1%	14%	-5%	10%	1%	0	CCN(C(=O)c1cc2cc(OC)ccc2oc1=O)c1cccc(C)c1
12	2%	-6%	6%	4%	58%[activator]	10%	9%[57.1 µM]	8%[57.1 µM]	0	COc1ccccc1CNC(=O)C1CCC(CNC(=O)[C@@H]2Cc3ccccc3CN2)CC1 (some centres undefined)
13	-2%	-8%	-2%	-4%	6%	?	2%	-1%	-22	O=C(NCCN1CCOCC1)c1ccc2c(c1)N(Cc1ccccc1F)C(=O)c1ccccc1S2
14	.	.	19%	11%	17%	3%	11%	3%	-1	Cc1ccc(NCc2cccn2-c2nnc(N3CCC(C(=O)NCCc4ccc(Cl)cc4)CC3)s2)cc1
15	-7%	10%	2%	-16%	69%[activator]	1%	9%	0%	-4	CCOC(=O)c1ccccc1NC(=O)COC(=O)CCC(=O)c1ccc(C)cc1
16	-7%	-5%	-3%	-11%	38%	3%	3%[57.1 µM]	6%[57.1 µM]	-3	C=CCN(C(=O)CNC(=O)c1ccco1)C(C(=O)NC1CCCCC1)c1cccnc1 (centres undefined)

# Complete entries as entered above. Screens in order: Tb PGK inh	IDH1 R132H inh	Pin1 inh	USP1-UAF1 inh	HP1b binding inh	GLS inh	rTrxR1 inhibitor	TrxR1 substrate	PI4K2A inh
# C=CCN(C(=O)CNC(=O)c1ccco1)C(C(=O)NC1CCCCC1)c1cccnc1 (centres undefined) as listed: -7%	-5%	-3%	-11%	38%	3%	3%[57.1 µM]	6%[57.1 µM]	-3
# CC(NC(=O)Nc1cccc(Cl)c1)C(c1cccs1)N1CCCC1 (centres undefined) as listed: -10%	27%	-3%	-22%	33%	13%	20%	6%	-1
# Cc1ccc(NCc2cccn2-c2nnc(N3CCC(C(=O)NCCc4ccc(Cl)cc4)CC3)s2)cc1 as listed: .	.	19%	11%	17%	3%	11%	3%	-1

# Records listed so far marked active in rTrxR1 inhibitor:
No.	Tb PGK inh	IDH1 R132H inh	Pin1 inh	USP1-UAF1 inh	HP1b binding inh	GLS inh	rTrxR1 inhibitor	TrxR1 substrate	PI4K2A inh	smiles
3	i	-4%	5%	-3%	4%	4%	14µM*	-10%	7	O=C(CCl)N1N=C(c2cccs2)CC1c1ccco1 (centres undefined)
5	-1%	-4%	-1%	3%	26%	24%	7.1µM*	-10%	1	O=C(COc1ccc(F)cc1)c1c(O)cc(O)cc1O

# New compounds follow
No.	Tb PGK inh	IDH1 R132H inh	Pin1 inh	USP1-UAF1 inh	HP1b binding inh	GLS inh	rTrxR1 inhibitor	TrxR1 substrate	PI4K2A inh	smiles
17	0%	-3%	-6%	9%	35%	7%	-12%	-7%	-12	CCOc1ncccc1C(=O)OCC(=O)NCCc1ccc(OC)cc1
18	-4%	0%	6%	-16%	20%	9%	?	0%	4	COc1ccccc1CNC(=O)CCS(=O)(=O)c1cccc2nonc12
19	6%	-9%	-3%	-15%	88%[activator]	-1%	16%	-3%	-3	Cc1cc(Br)ccc1NC(=O)C1(S(=O)(=O)c2ccc(Cl)cc2)CC1
20	i	0%	0%	-14%	47%[activator]	-8%	4%[57.1 µM]	3%[57.1 µM]	-3	O=C(O)c1cccc(S(=O)(=O)N2CCc3ccccc3C2)c1
21	i	-4%	-7%	-10%	35%	?	8%[57.1 µM]	-1%[57.1 µM]	-3	CN(CC(=O)Nc1ccccc1C(F)(F)F)C(=O)CSc1nnnn1C
22	4%	-4%	1%	-4%	11%	-1%	1%	2%	4	CCN(CC)Cc1nc2c(c(=O)[nH]1)C1(CCCCC1)Cc1ccccc1-2
23	6%	-14%	-3%	-6%	21%[57 µM]	-3%	19%[57.1 µM]	1%[57.1 µM]	-4	COc1ccc(NC(=O)CSc2nc3c([nH]c4ccccc43)c(=O)n2-c2ccccc2)c(OC)c1
24	-3%	5%	-1%	?	18%[57 µM]	-3%	19%[57.1 µM]	1%[57.1 µM]	-2	Cc1cc(C)c(/C=C/c2onc(C)c2S(=O)(=O)N2CCC(C(=O)N3CCN(c4ccc(Cl)cc4)CC3)CC2)c(C)c1

# New compounds follow:
No.	Tb PGK inh	IDH1 R132H inh	Pin1 inh	USP1-UAF1 inh	HP1b binding inh	GLS inh	rTrxR1 inhibitor	TrxR1 substrate	PI4K2A inh	smiles
25	-5%	7%	13%	-20%	147%[activator]	-2%	-5%	-2%	0	N/C(Cc1cccc2ccccc12)=N\OC(=O)Cc1cccs1
26	-6%	12%	31%[activator]	?	?	30%	-25%	162%[activator]	-5	Oc1ccc2ccccc2c1C=Nc1ccccc1-c1nc2ccccc2[nH]1
27	2%	4%	-6%	-13%	13%	2%	-16%	-11%	2	CN(CC(=O)Nc1cccc(F)c1)CC(=O)Nc1ccc(Cl)cc1[N+](=O)[O-]
28	-4%	-2%	2%	-15%	31%	-2%	8%	4%	-1	COc1ccc(OCC(=O)Nc2cccc(S(=O)(=O)N(C)c3ccccc3)c2)c([N+](=O)[O-])c1
29	i	5%	?	-21%	446%[activator]	14%	-17%	-20%	-1	Cc1ccccc1Nc1cccc2nonc12
30	2%	9%	-6%	-12%	31%	-5%	4%[57.1 µM]	7%[57.1 µM]	-1	O=[N+]([O-])c1ccc(S(=O)(=O)Nc2ccccn2)cc1
31	3%	-10%	?	-19%	23%	-2%	14%	6%	2	COc1ccc(NC(C)=O)cc1S(=O)(=O)N1CC=C(c2ccccc2)CC1
32	-4%	-2%	4%	-12%	23%	1%	-4%[57.1 µM]	7%[57.1 µM]	4	O=C(c1cc(-c2ccncc2)nc2ccc(Cl)cc12)N1CCN(C(=O)C2CCCO2)CC1 (centres undefined)

# Four compounds out of the list above, ordered by the value under IDH1 R132H inh, highest first.
No.	Tb PGK inh	IDH1 R132H inh	Pin1 inh	USP1-UAF1 inh	HP1b binding inh	GLS inh	rTrxR1 inhibitor	TrxR1 substrate	PI4K2A inh	smiles
29	i	5%	?	-21%	446%[activator]	14%	-17%	-20%	-1	Cc1ccccc1Nc1cccc2nonc12
3	i	-4%	5%	-3%	4%	4%	14µM*	-10%	7	O=C(CCl)N1N=C(c2cccs2)CC1c1ccco1 (centres undefined)
13	-2%	-8%	-2%	-4%	6%	?	2%	-1%	-22	O=C(NCCN1CCOCC1)c1ccc2c(c1)N(Cc1ccccc1F)C(=O)c1ccccc1S2
31	3%	-10%	?	-19%	23%	-2%	14%	6%	2	COc1ccc(NC(C)=O)cc1S(=O)(=O)N1CC=C(c2ccccc2)CC1

# Next part
No.	Tb PGK inh	IDH1 R132H inh	Pin1 inh	USP1-UAF1 inh	HP1b binding inh	GLS inh	rTrxR1 inhibitor	TrxR1 substrate	PI4K2A inh	smiles
33	.	.	-5%	-9%	9%	-14%	14%	-2%	0	Cc1ccc(Cl)cc1NC(=O)Cn1c(=O)oc2cc(S(=O)(=O)N3CCCC3)ccc21
34	0%	-8%	1%	-4%	57%[activator]	4%	0%	32%	3	Cc1c(OC(C)C(=O)NCCCn2ccnc2)ccc2c3c(c(=O)oc12)CCC3 (centres undefined)
35	i	-11%	-10%	-22%	17%	5%	-10%	-11%	13	CN(C)CC(C)(C)CN=Cc1c(O)[nH]c2ccccc12
36	3%	0%	2%	-11%	28%	-1%	12%	2%	-2	NC(=O)C1CCN(C(=O)CCNS(=O)(=O)c2ccccc2F)CC1

# A portion of the library (hit frequency here may not be typical).
